# S1P3 antagonist: S1P3 (human) receptor antagonism; Q99500; inhibition, % at 4.98 µM; hit rate 0.27% among 170,000; CHO S1P3 NFAT-BLA reporter, FRET fluorescence, antagonist mode;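 active means inhibition above the plate cutoff, the mean inhibition of test wells on that plate plus 3 SD, cut at about 28% in these data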;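 further: cells challenged with S1P at its EC80 of 0.8 µM; blue over green emission ratio from cleaved BLA substrate after 4 h stimulation; 0% = S1P-stimulated wells and 100% = unstimulated DMSO-only wells; some compounds past the cut are filed as inactive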
# Target sequence (Q99500 whole entry, looked up): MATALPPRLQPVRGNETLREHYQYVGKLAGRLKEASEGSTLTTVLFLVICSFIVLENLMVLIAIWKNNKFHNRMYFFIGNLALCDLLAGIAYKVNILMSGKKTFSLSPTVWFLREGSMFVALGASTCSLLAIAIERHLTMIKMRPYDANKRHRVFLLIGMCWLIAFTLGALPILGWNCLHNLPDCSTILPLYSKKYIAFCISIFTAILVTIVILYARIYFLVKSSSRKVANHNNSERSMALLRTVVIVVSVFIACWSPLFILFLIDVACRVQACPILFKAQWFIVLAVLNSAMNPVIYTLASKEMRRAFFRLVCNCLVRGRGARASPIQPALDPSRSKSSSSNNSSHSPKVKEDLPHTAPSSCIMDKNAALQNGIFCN
# Hsp70 act: Hsp70 transcriptional activation, primary screen. activation, % at 10 µM. HeLa Hsp70 promoter luciferase reporter, luminescence; scaled: vehicle 0, proteasome-inhibitor control 100%. hit rate 0.04% among 200,000;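 active means activation above the mean across all tested compounds plus 3 SD, cutoff set per campaign, cut at about 5.5% in these data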;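 further: 100% = MG132 at 30 µM as the positive control and 0% = DMSO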
# DTT redox prof: compounds producing H2O2 with reducing agent – biochemical, NIH compound library profiling, artefact control for MLSCN library redox annotation, primary screen; DTT-dependent redox cycling H2O2, phenol red/HRP absorbance; 100% = 100 µM peroxide control, 0% = buffer; activation, % at 10 µM; hit rate 0.03% among 200,000; AID 878;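 active means activation of at least 50% relative to the plate's high and low controls in the primary single-dose screen; inactive means activation below 50%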;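 further: compound incubated with DTT at 0.8 mM final as the reducing agent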
# Diaph act CS: diaphorase activation or chemical reduction counter-screen; Diaphorase/resazurin coupled assay, resorufin fluorescence, 16 min; stronger effect = higher value; 1 = vehicle wells, 0 = NADH-free wells; activation factor at 20 µM; hit rate 0.005% among 190,000; AID 1229;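 active means diaphorase activity raised at least twofold by the compound at 20 µM; inactive means activation factor below 2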
#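 test system = bacterial diaphorase enzyme (C. kluyveri) | quantity = enzyme 0.07 U/mL final | reagent = NADH substrate 0.114 mM plus resazurin dye 0.1 mM, final | incubation = 16 min enzyme reaction, ambient temperature | buffer or medium = HEPES pH 7.4 buffer with MgCl2 and Tween 20 | signal = fluorescence of resorufin, 544 nm excitation, 590 nm emission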
# PMI act hi M6P: increases human PMI activity with near-saturating mannose 6-phosphate; AID 1216; coupled PMI enzyme assay, resazurin fluorescence, 20 min; stronger effect = higher value; 1 = untreated enzyme, 0 = substrate-free blank; P34949; activation factor at 20 µM; hit rate 0.34% among 190,000;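 active means activation factor of 2 or more at 20 µM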
# Target sequence (P34949 whole entry, looked up): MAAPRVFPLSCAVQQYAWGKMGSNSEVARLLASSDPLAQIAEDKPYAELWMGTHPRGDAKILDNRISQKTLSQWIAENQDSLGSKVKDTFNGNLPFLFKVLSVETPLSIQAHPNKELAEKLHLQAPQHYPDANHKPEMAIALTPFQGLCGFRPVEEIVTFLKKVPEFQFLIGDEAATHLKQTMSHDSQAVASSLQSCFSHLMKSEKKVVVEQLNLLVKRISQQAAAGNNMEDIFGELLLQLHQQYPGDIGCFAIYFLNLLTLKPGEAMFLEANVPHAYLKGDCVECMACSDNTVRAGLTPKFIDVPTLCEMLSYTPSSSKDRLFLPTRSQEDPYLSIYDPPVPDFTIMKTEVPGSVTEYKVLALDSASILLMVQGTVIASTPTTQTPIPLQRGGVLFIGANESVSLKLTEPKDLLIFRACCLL
#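 Test system: human PMI in coupled enzyme assay; Input: PMI at 15 ng/mL final; Medium: HEPES buffer, pH 7.4; Schedule: 20 min incubation at room temperature; Technique: resorufin fluorescence at Ex 544/Em 590 nm; Compound: 20 µM single dose; Probe or stimulus: Near-saturating mannose-6-phosphate, 1.0 mM.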
# G6PDH counter: counter-screen for G6PDH assay hits: L. mesenteroides G6PDH inhibition. Purified L. mesenteroides G6PDH, diaphorase/resazurin coupled fluorescence, 45 min. inhibition, % at 5 µM. hit rate 0.12% among 200,000
# Lmaj promast: reduces viability of Leishmania major promastigotes. inhibition, % at 10 µM. resazurin fluorescence viability. hit rate 9% among 200,000;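 further: promastigotes grown with compound for 44 hours at 28 °C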
# TLR4-MyD88 BLA: inhibitors of human TLR4-MyD88 binding; O00206+Q99836; HeLa CL3-4 TLR4/MyD88 BLA complementation, FRET ratio; inhibition, % at 8.4 µM; hit rate 0.18% among 200,000; AID 861; in the data active means inhibition above about 25%;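 further: 0% = vehicle and 100% = reference inhibitor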
# Diaph inh CS: diaphorase inhibition or chemical oxidation counter-screen; AID 1217; inhibition, % at 20 µM; hit rate 0.69% among 190,000; diaphorase resazurin-to-resorufin fluorescence, NADH, 16 min; bacterial (C. kluyveri) enzyme, not human;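 active means primary screen inhibition at 20 µM above a set limit, cut at about 50% in these data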;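 further: plate controls were DMSO with full reaction for no effect and wells lacking NADH for full effect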
#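 Benchmarks: positive control wells lacking NADH, neutral wells with DMSO only. System: bacterial diaphorase enzyme (C. kluyveri). Input: 0.14 U/mL diaphorase, enzyme working solution. Detection: resorufin fluorescence, excitation 544 nm, emission 590 nm. Times: 16-min room-temperature incubation before reading.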
# RAM network inh: yeast RAM network inhibition | inhibition, % at 50 µM | hit rate 1.8% among 190,000 | S. cerevisiae dse1pr::URA3 reporter, 5-FOA growth OD615, 2 d; analog-sensitive cbk1-as2 kinase mutant strain;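 active means inhibition above a set limit, 3 SD over mean compound inhibition, cut at about 8.4% in these data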;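 further: 0% = DMSO-only wells with no growth and 100% = 10 µM 1-NA-PP1 full growth; inhibition rescues growth on 5-FOA so higher OD means more RAM inhibition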
# PMI activator: increases human mannose-6-phosphate isomerase activity; P34949; purified human PMI, coupled resazurin fluorescence, 20 min; stronger effect = higher value; 1 = vehicle control, 0 substrate-free wells; activation factor at 20 µM; hit rate 0.005% among 190,000; AID 1214;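 active means activation factor of 2 or more at 20 µM, relative to plate controls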
# * = called active by the depositor; · = no result given. Unless noted, no stated cut-off is given here; in the data, active means inhibition above about 50%; inactive means the rest.
SMILES,S1P3 antagonist,Hsp70 act,DTT redox prof,Diaph act CS,PMI act hi M6P,G6PDH counter,Lmaj promast,TLR4-MyD88 BLA,Diaph inh CS,RAM network inh,PMI activator
O=C(/C=C/c1ccccc1)N1CCN(c2cccc(Cl)n2)CC1,·,-0.2,-6.6,1.1,1.1,4.5,-1.7,-1.0,-6.2,11.8*,1.1
Oc1cccc(/C=N/NC(=S)Nc2cccnc2)c1O,4.0,-0.1,·,0.4,0.4,51.2*,98.8*,2.0,59.9*,-0.5,0.4
CNC(=O)COC(=O)c1cccnc1SC,·,-0.4,0.0,0.9,1.1,-12.5,-5.8,-5.7,5.5,-0.1,1
CCn1c2ccc(CC(=O)O)cc2c2cc(CC(=O)O)ccc21,-3.3,-0.3,-1.0,0.9,1,3.3,-7.9,-7.2,9.9,1.2,1
Cc1ccc(S(=O)(=O)n2nc(-c3ccco3)nc2SCc2ccccc2)cc1,-20.3,0.1,3.7,0.8,1.1,-4.6,-8.7,10.6,20.2,0.4,0.9
O=C(c1ccccc1)n1nc(-c2ccccc2)nc1NCc1ccco1,8.0,0.2,0.2,0.8,1,1.6,1.9,7.2,23.0,10.2*,0.9
CC(=O)C1=C(c2ccc(Br)cc2)C(=O)c2ccccc2C1=O,15.6,-0.3,1.1,0.4,0.2,39.4,100.4*,4.2,61.9*,3.9,0.2
O=C(CN1CCCCC1)Nc1ccc(S(=O)(=O)NC2CCCCC2)cc1,24.1,-0.2,-1.3,1,1.1,10.6,5.3,-4.9,3.4,2.6,1
CN(C)C(=O)c1ccc(NC(=O)COc2ccc([N+](=O)[O-])cc2)cc1,-0.1,-0.4,-0.8,1,1,2.7,-10.4,-13.6,2.9,5.8,1
CCCCNC(=O)c1sc2ncnc(N3CCc4ccccc4C3)c2c1C,·,-0.2,-3.7,0.8,1,-1.5,20.0,-10.4,20.5,3.8,0.9
CCn1cc(C(=O)N2CCc3ccccc32)c(=O)c2cc(S(=O)(=O)N3CCOCC3)ccc21,3.9,-0.2,2.9,0.8,0.9,2.3,-8.7,3.4,15.8,0.3,0.9
CCOC(=O)c1ccc(-c2ccc(CO)o2)cc1,·,-0.1,-3.0,0.8,0.9,0.2,-7.1,-6.8,15.7,2.7,0.8
Cc1cccc(N2CCN(C(=O)COc3cccc4c3OC(C)(C)C4)CC2)c1C,-1.4,-0.5,0.4,0.8,1,-21.5,10.0,-5.8,16.7,1.0,0.9
S=C(NCCN1CCOCC1)Nc1ccc(Br)cc1,8.4,-0.3,0.2,0.8,1,5.4,9.0,-12.1,17.1,1.9,1
O=C(Nc1nnc(SCc2ccc(F)cc2)s1)c1ccccn1,13.5,-0.4,-0.8,0.8,1,15.6,98.8*,11.5,17.6,-1.6,1
CC(=O)c1sc(NC(=O)c2c(F)cccc2F)nc1-c1ccccc1,0.9,0.6,0.0,0.9,0.9,7.0,-6.6,-4.5,12.8,0.5,1
O=C(NCc1ccccc1)c1ccc2c(c1)C(=O)N(Cc1ccncc1)C2=O,·,-0.4,-2.9,0.9,1,1.0,-5.2,6.9,10.3,2.0,1
COc1cc(C(=O)NC2CCCC2)c(Br)c(OC)c1OC,-36.1,-0.1,-2.5,1,1.1,3.3,1.2,-7.3,4.7,0.5,1
O/N=C1/CCCCC1c1ccccn1 (stereo unspecified),-11.3,-0.1,-0.3,0.8,0.8,15.3,1.1,-6.9,16.0,3.1,0.9
Cc1cc(Cl)ccc1NC(=S)NCCN1CCOCC1,-13.8,-0.3,·,0.9,1,-4.9,60.2*,-16.6,5.9,1.8,1
CC(C)[C@H](NC(=O)c1ccccc1)C(=O)OCC(=O)Nc1ccc(Cl)cc1C(F)(F)F,4.7,-0.3,5.9,0.9,1,13.8,-3.5,-9.0,5.9,2.4,0.9
CC(C)Cc1cc(C(=O)NCc2ccco2)no1,3.2,0.2,0.1,0.9,1.1,1.8,-10.3,-15.8,10.9,0.1,1
COC(=O)c1cc(NC(=O)Cc2ccccc2[N+](=O)[O-])ccc1Cl,16.6,-0.3,0.1,0.9,0.9,5.2,-2.0,-15.5,5.7,1.5,0.9
O=C(CSc1ncn[nH]1)N1CCN(S(=O)(=O)c2ccccc2)CC1,·,-0.2,-0.1,1,1.1,11.1,-3.7,1.7,2.3,0.6,1.1
O=c1c2ccccc2ncn1-c1ccc2c(c1)OCCO2,26.7,0.1,-0.1,0.9,1,5.3,-8.2,5.0,8.0,-0.1,1
CN(C)/C=C/C(=O)c1cccc(C(F)(F)F)c1,-19.6,-0.3,-1.6,1,1,4.3,-2.7,-9.8,4.2,0.6,1
O=C(c1ccc(Sc2ccc(F)cc2)c([N+](=O)[O-])c1)N1CCOCC1,-9.7,0.0,-0.5,0.9,1,-2.8,-7.1,-2.6,9.2,-0.7,1
COCCNC(=O)CN(C)S(=O)(=O)c1ccc2c(c1)OCCO2,-32.0,0.1,2.5,1,1.1,27.7,0.0,0.1,-0.5,1.2,1
Cc1c(C(=O)NC(C(C)C)C(C)C)cccc1[N+](=O)[O-],1.8,-0.2,-0.5,0.8,1,10.0,11.7,-2.9,16.4,1.9,1
Cc1ccc(C(=O)/C=C/c2cn(CC(O)CN3CCOCC3)c3ccccc23)cc1 (stereo unspecified),17.6,-0.3,-0.2,0.8,0.8,3.5,52.9*,5.4,17.2,19.3*,0.8
Cc1ccccc1-c1ccc(C=Nc2c(C)n(C)n(-c3ccccc3)c2=O)o1,-11.7,-0.2,0.8,0.7,0.8,1.8,0.4,-18.6,26.5,-0.2,0.8
Cc1csc(C(C#N)C(=O)c2ccncc2)n1 (stereo unspecified),-57.3,0.0,-3.0,0.9,0.9,-4.5,-3.5,6.4,13.4,0.9,0.9
COC(=O)c1ccc(-n2ccnc2)cc1,6.3,-0.2,-1.3,1,0.9,4.0,-2.8,4.3,-3.0,0.6,1
COc1ccc(C2CC(c3cccs3)=Nc3ccccc3S2)cc1OC (stereo unspecified),·,-0.4,1.9,0.8,0.9,-3.3,14.1,-4.0,16.4,3.6,0.9
CC(=O)Nc1ccc(S(=O)(=O)Nc2nccc(C3Cc4ccccc4C(=O)O3)n2)cc1 (stereo unspecified),21.5,0.0,0.3,0.9,0.9,-1.6,-6.8,-10.6,12.0,1.5,0.9
CC(=O)SCC(Cc1ccccc1)C(=O)NCC(=O)OCc1ccccc1 (stereo unspecified),-11.6,0.0,·,1,1.1,9.1,·,·,1.2,·,1
O=[N+]([O-])c1cc(/C=N/N2CCN(Cc3ccccc3)CC2)ccc1Cl,2.3,-0.4,1.5,0.8,0.8,7.2,20.4,-3.8,23.4,1.8,0.8
COc1ccc(Cc2n[nH]c(=S)n2NC(=O)Nc2ccc(C)cc2)cc1,-5.8,-0.2,-1.0,1,1,4.8,-2.6,-0.1,-4.8,1.2,1.1
O=C(OCc1cc2ccccc2[nH]c1=O)c1ccco1,-43.3,0.1,1.1,1,1,-6.9,-0.4,-11.0,3.0,3.3,1
Cc1ccc2nc(-c3ccccn3)cc(C(=O)NC(C)C(C)(C)C)c2c1 (stereo unspecified),-11.9,-0.2,-0.7,0.9,0.9,12.9,9.0,-5.1,12.5,3.2,1
CSc1nc(N)nc(SC2C=CCCC2)c1C#N (stereo unspecified),-15.0,-0.4,0.7,1,1,12.3,-3.0,-0.5,4.9,3.1,0.9
Cc1cc(C)c2nc(-c3ccccn3)cc(C(=O)NCc3cc(C)n(C)n3)c2c1,-1.2,-0.3,-0.7,1,0.9,11.6,3.1,-2.3,3.4,4.3,0.9
CSCCC(NC(=O)c1ccco1)C(=O)NCc1ccc(F)cc1 (stereo unspecified),·,0.1,-1.6,0.9,1,-0.6,-4.1,-8.8,5.8,0.8,1
COC(=O)c1ccc(NC(=O)CN2CCCC2)cc1,-13.3,0.0,2.0,0.9,1,-9.9,-1.5,-0.4,6.2,-0.5,1
O=C(c1cnc2n(c1=O)CCS2)N1CCN(C(c2ccccc2)c2ccc(Cl)cc2)CC1 (stereo unspecified),-14.9,-0.2,-0.8,0.7,0.9,-1.6,57.7*,-18.0,25.1,0.1,0.9
CCn1c(Cc2ccccc2)nnc1SCC(=O)NC1CC1,·,-0.1,1.1,1,1.1,1.7,-2.6,-12.0,3.6,2.1,1.1
COC(=O)CCC(=O)NC(=S)Nc1ccccc1F,-13.4,0.2,-0.8,1,1,3.1,-5.9,-15.0,1.0,-0.3,1
COc1ccc(N/C(N)=N/c2nc(CSc3ccc(C)cc3)cc(=O)[nH]2)cc1,23.8,-0.4,0.0,0.8,0.9,7.9,-1.7,-11.2,21.9,3.8,0.9
CCOC(=O)c1c(C)oc2c1C(=O)c1ccccc1C2=O,1.3,-0.1,-2.2,0.9,1.2,49.0,97.9*,-6.8,12.3,-1.1,1.5
Clc1ccc(Cn2nnc(-c3ccc(CN4CCOCC4)cc3)n2)cc1,-15.0,-0.1,-0.6,0.9,1,-0.5,96.3*,9.1,11.0,0.2,1
# New compounds follow.
SMILES,S1P3 antagonist,Hsp70 act,DTT redox prof,Diaph act CS,PMI act hi M6P,G6PDH counter,Lmaj promast,TLR4-MyD88 BLA,Diaph inh CS,RAM network inh,PMI activator
Cc1ccc(C2NC(=O)c3c(sc4c3CCN(C)C4)N2)o1 (stereo unspecified),-1.2,-0.2,-0.7,0.9,0.9,20.5,2.0,5.5,5.0,-0.1,0.9
CCOC(=O)c1sc2nc(CSc3ccccc3)nc(N3CCC(C(N)=O)CC3)c2c1C,-1.5,2.3,-1.1,0.9,0.9,-8.4,26.7,-9.5,10.3,1.1,0.8
O=C(CNC(=O)c1ccco1)Nc1cc(Cl)ccc1N1CCOCC1,31.4,0.4,0.5,1,1,7.6,-2.6,-0.1,-4.8,0.0,0.9
O=C(CSc1ncnc2sc3c(c12)CCCCC3)NCc1ccco1,-13.9,0.1,-0.1,0.9,1.1,2.8,-2.6,-2.7,12.8,3.8,1
O=C(c1ccccc1SCc1ccccc1)N1CCCCCC1,-3.0,0.1,0.1,0.9,0.9,15.1,11.4,-4.0,12.4,0.4,0.9

# As entered above:
# O=C(c1ccccc1SCc1ccccc1)N1CCCCCC1 – G6PDH counter = 15.1
# Cc1ccc(C2NC(=O)c3c(sc4c3CCN(C)C4)N2)o1 (stereo unspecified) – PMI activator = 0.9
